High-throughput results (PubChem BioAssay)
AHR act – activates the human aryl hydrocarbon receptor. P35869. AHR-responsive luciferase reporter cells, luminescence. activation, % at 5 µM. 320,000 compounds, 2.5% hits. AID 2796; in the data active means activation above about 47%;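 further: 0% = vehicle wells and 100% = reference agonist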
RPL19A TOR yeast – alters RPL19A-GFP fluorescence in TOR pathway yeast screen; percent response vs DMSO, % at 10 µM; S. cerevisiae RPL19A-GFP strain, flow cytometry, 3 h; active compounds read low; AID 2025; 330,000 compounds, 0.3% hits;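 active means percent response vs DMSO below 50%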;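 further: median channel GFP fluorescence of the barcoded RPL19A-GFP strain; ratio of sample median GFP to plate DMSO average so 100% = DMSO; lower means less RPL19A-GFP as with rapamycin TOR inhibition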
proCasp3 act – procaspase-3 (human) activation; 330,000 compounds, 0.11% hits; activation, % at 8.5 µM; AID 463141; recombinant procaspase-3 D3A, Ac-DEVD-pNA absorbance 405 nm;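 active means activation above the mean of all tested compounds plus 3 SD, cut at about 21% in these data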;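 further: 0% = DMSO alone and 100% = DMSO wells spiked with extra 5 µM PC-3 D3A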
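Assay system – Procaspase-3 D3A mutant · Benchmarks – DMSO low control, extra-enzyme high control · Technique – 405 nm absorbance of p-nitroaniline, reads at 0 and 120 min · Doses – 8.5 µM nominal · Measure – % activation between DMSO and enzyme-spiked controls · Also added – Ac-DEVD-pNA chromogenic peptide substrate · Schedule – 1 h compound preincubation, 2 h substrate hydrolysis at 25 °C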
EBNA-1 inhibitor – blocks EBNA-1 binding to DNA; 300,000 compounds, 0.34% hits; AID 1950; inhibition, % at 14.8 µM; EBNA-1 DNA binding, fluorescence polarization; in the data active means inhibition above about 28%
ZTA counter – blocks Epstein-Barr virus ZTA, an EBNA-1 counter-screen. P03206. ZTA-DNA binding, fluorescence polarization. inhibition, % at 11 µM. 320,000 compounds, 0.15% hits. AID 2234; in the data active means inhibition above about 33%
proCasp7 act – counter-screen for procaspase-3 activators: activators of human procaspase-7. recombinant procaspase-7, Ac-DEVD-pNA absorbance 405 nm; D23A/D198A/D206A triple mutant, cannot self-cleave; scale: DMSO 0, 5 µM enzyme 100. activation, % at 8.5 µM. 330,000 compounds, 0.093% hits. AID 463210;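 active means percent activation above the screen-wide mean plus 3 SD, cut at about 25% in these data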
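signal = Epi-absorbance of released pNA at 405 nm, two timepoints | assay system = Uncleavable procaspase-7 mutant enzyme | reagent = Ac-DEVD-pNA substrate, 400 µM as added | times = 1 h enzyme–compound preincubation and 2 h substrate reaction, both 25 °C | benchmarks = low DMSO alone, high DMSO plus 5 µM PC-7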
LAP4-GFP MLPCN – yeast TOR pathway LAP4-GFP modulation. S. cerevisiae LAP4-GFP multiplex, flow cytometry GFP, 3 h; median GFP as percent of DMSO wells. GFP response vs DMSO, % at 10 µM. 320,000 compounds, 0.34% hits;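 active means GFP response vs DMSO above a set limit, about the screen mean plus 3 SD, cut at about 150% in these data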
MEP2 TOR yeast – alters MEP2-GFP fluorescence in TOR pathway yeast screen | S. cerevisiae MEP2-GFP strain, flow cytometry GFP, 3 h; 100% = DMSO control level | GFP response vs DMSO, % at 10 µM | 330,000 compounds, 0.51% hits | AID 2016;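 active means GFP response versus DMSO above a set limit, roughly screen mean plus 3 SD, cut at about 180% in these data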;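 further: median GFP fluorescence of the barcode-gated MEP2-GFP cells per well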
An asterisk follows results filed as active; . = not tested or not shown; [ ] = another dose, or the depositor's remark.

SMILES	AHR act	RPL19A TOR yeast	proCasp3 act	EBNA-1 inhibitor	ZTA counter	proCasp7 act	LAP4-GFP MLPCN	MEP2 TOR yeast
Cc1ccc(-n2cc(CCCCCCCCC(=O)O)nn2)cc1	-2	98	5	10	11	-2	109	102
CNC(=O)CSc1nnc(C2CC2)n1-c1ccccc1	0	99	-10	-9	-13	5	109	109
Cc1ccccc1OCCCn1c(=O)sc2ccccc21	-2	97	-1	7	-9	3	96	97
O=[N+]([O-])c1cccc(NC(=S)NCc2ccncc2)c1	22	112	-9	-16	-13	-11	101	112
Cn1c(-c2cc3ccc(OC(=O)C(C)(C)C)cc3oc2=O)nc2ccccc21	6	107	-20	13	15	-9	117	103
CCOC(=O)N1CCN(C(=O)Nc2ccc(Cl)cc2)CC1	-2	101	-2	4	-3	-2	100	106
COC(=O)[C@H](Cc1ccccc1)NC(=O)Cn1cnc2c(OCc3ccccc3)ncnc21	-1	90	-9	.	.	-3	82	90
CC12CC3CC(C)(C1)CC(C(=O)NC1=NCCS1)(C3)C2	5	88	2	8	13	-14	95	88
COc1ccc(CCNS(=O)(=O)c2ccc3c(c2)NC(=O)CCS3)cc1OC	1	105	6	5	-9	-2	98	104
Cc1cc(C)nc(SCc2cn3c(C)cccc3n2)n1	4	94	5	1	8	-6	99	92
Cc1cc(C)nc(N2CCN(C(=O)CCC(=O)Nc3nnc(C(C)C)s3)CC2)n1	-2	47*[may fluoresce violet]	11	-2	8	2	89[may fluoresce violet]	710*[may fluoresce violet]
O=C(c1ccc(Cl)c([N+](=O)[O-])c1)N(Cc1cccc(Cl)c1)C1CCS(=O)(=O)C1 (stereo unspecified)	-2	102	5	-3	-1	1	81	91
Cc1ccc(C(=O)c2nccn2C)cc1C	13	100	-2	-5	12	0	121	100
CC(Sc1nncn1C)C(=O)Nc1cc(C(F)(F)F)ccc1N1CCOCC1 (stereo unspecified)	-2	121	-2	-6	-2	4	112	110
CCOC(=O)c1ccc(CN(Cc2ccc(C)cc2)S(=O)(=O)c2cccc([N+](=O)[O-])c2)cc1	5	101	1	-6	4	3	99	101
CC1(NC(=O)c2cc(S(=O)(=O)N3CCCCC3)ccc2Cl)CCS(=O)(=O)C1 (stereo unspecified)	-1	88	-5	0	-13	13	91	95
C=CCn1c(=N)c(C#N)cc2c(=O)n3ccccc3nc21	18	67	-32	7	4	-30	73	240*
CC(C)Cn1nc(C(=O)Nc2cccc(C(=O)NC3CC3)c2)c2ccccc2c1=O	1	91	11	.	-7	-1	90	96
Oc1ccc(/C=N/n2c(-c3ccco3)csc2=Nc2cccnc2)c(O)c1	12	102	-2	10	2	-4	104	90
O=C(CCCn1ncn2c(cc3occc32)c1=O)NCc1ccccc1F	-2	104	1	-3	5	12	108	106
Cc1cc(C(=O)NCCc2ccc(S(N)(=O)=O)cc2)c(C)o1	-2	100	13	1	0	10	103	103
COc1ccc(OCC(=O)Nc2nc3ccccc3[nH]2)cc1	11	105	4	-5	6	5	99	103
O=c1[nH]ncc2c3ccccc3n(Cc3ccccc3F)c12	0	95	3	14	18	9	99	99
Cc1ccc(NC(=O)CNC(=O)c2ccc3c(c2)OCO3)nc1	15	96	3	1	-13	0	101	95
CCN(C[C@H]1N[C@@](Cc2ccccc2)(C(=O)OC)[C@H]2C(=O)N(Cc3ccccc3)C(=O)[C@@H]12)S(=O)(=O)c1ccc(OC(F)(F)F)cc1	0	90	-4	.	.	-5	85	93

Part of the list above, comma-delimited:
molecule,AHR act,RPL19A TOR yeast,proCasp3 act,EBNA-1 inhibitor,ZTA counter,proCasp7 act,LAP4-GFP MLPCN,MEP2 TOR yeast
CC1(NC(=O)c2cc(S(=O)(=O)N3CCCCC3)ccc2Cl)CCS(=O)(=O)C1 (stereo unspecified),-1,88,-5,0,-13,13,91,95
C=CCn1c(=N)c(C#N)cc2c(=O)n3ccccc3nc21,18,67,-32,7,4,-30,73,240*
CC(C)Cn1nc(C(=O)Nc2cccc(C(=O)NC3CC3)c2)c2ccccc2c1=O,1,91,11,.,-7,-1,90,96

2 compounds from above with just proCasp3 act and AHR act:
molecule,proCasp3 act,AHR act
O=[N+]([O-])c1cccc(NC(=S)NCc2ccncc2)c1,-9,22
Cn1c(-c2cc3ccc(OC(=O)C(C)(C)C)cc3oc2=O)nc2ccccc21,-20,6

Further records:
SMILES	AHR act	RPL19A TOR yeast	proCasp3 act	EBNA-1 inhibitor	ZTA counter	proCasp7 act	LAP4-GFP MLPCN	MEP2 TOR yeast
CN1CCCN(C(=O)CNC(=O)Cc2ccccc2)CC1	0	98	0	7	-2	6	96	99
O=S(=O)(NC1CC1)c1ccc(F)c(F)c1	-1	101	1	5	-3	-4	97	101
CC12CN(S(=O)(=O)c3ccccc3)CC(C)(CN(S(=O)(=O)c3ccccc3)C1)C2	4	104	5	7	2	-6	102	94
O=C(NCCN1CCCCC1)Nc1ccccc1	3	103	5	6	-6	7	105	106
Cc1nn(CC(C)C(=O)N2CCN(S(=O)(=O)c3ccc(Cl)cc3)CC2)c(C)c1C (stereo unspecified)	-1	105	-1	-15	-12	-2	107	105
O=C(NCc1ccco1)c1cccc(Nc2nc3ccc(Br)cc3[nH]2)c1	19	99	3	-5	4	8	102	104
COc1ccc(CN2CCN(C(=O)c3ccco3)CC2)c(OC)c1OC	-2	96	-5	-2	-5	12	112	93
CCn1c(SCC(N)=O)nnc1-c1ccc2c(c1)OCO2	1	97	11	4	10	-4	102	102
O=C(Cc1cccc2ccccc12)NCC(=O)Nc1ccccc1F	10	96	6	3	10	3	99	108
O=C(/C=C/c1ccccc1)NCCCNC(=O)/C=C/c1ccccc1	-1	103	3	-7	-1	4	104	103
CN=C(Nc1ccccc1)SC1CC(=O)N(c2ccc(C(=O)OC)cc2)C1=O (stereo unspecified)	2	102	-3	3	15	6	103	103
COc1ccccc1C(O)P(=O)(OC1CCCCC1)OC1CCCCC1 (stereo unspecified)	-3	100	13	-2	-14	1	121	101
O=C(Nc1nnc(SCc2ccccc2)s1)C1=COCCO1	10	97	4	-2	9	-6	109	101
Cn1c(CC(=O)Nc2ccccc2F)nnc1SCC(=O)Nc1nncs1	2	103	0	-4	6	38*	107	108
Cc1ccc(C(NC(=O)CN2C(=O)NC3(CCCC3)C2=O)c2ccccc2)cc1 (stereo unspecified)	-1	94	3	.	0	0	89	96
Cc1ccc(SCCC(=O)Nc2cc(C)on2)cc1	-2	99	5	-5	-2	2	113	95
CCOC(=O)Cc1nnc(NC(=O)CSc2nc3ccccc3[nH]2)s1	2	100	5	10	23	4	111	106
O=C(O)c1cccc(NC2=C(n3nnc4ccccc43)C(=O)c3ccccc3C2=O)c1	2	97	-5	4	0	0	101	99
O=C(NCCCn1ccnc1)c1ccccc1Br	4	102	2	6	-9	11	95	104
Cc1ccccc1NC(=O)c1ccc(C)c(S(=O)(=O)Nc2cccnc2)c1	-2	100	0	7	15	8	111	101
COc1ccccc1-n1nc(C)cc1N	-1	100	1	1	8	2	103	95
Cc1ccc(C2=NOC(=O)/C2=C\c2ccc(C)o2)cc1	0	88	-16	8	-3	-6	203*	74
CCCN(CCC)C(=O)Cn1c2ccccc2c2nc(=O)cc(C)n21	51*	97	3	8	-2	-5	101	97
CC(=O)Nc1ccc(S(=O)(=O)NCCc2ccc(F)cc2)cc1	3	96	6	8	1	7	102	98
COc1ccc(CC(=O)N2N=C(c3ccncc3)CC2(O)C(F)(F)F)cc1 (stereo unspecified)	-1	105	5	-11	-15	-3	102	112

The list continues.
SMILES	AHR act	RPL19A TOR yeast	proCasp3 act	EBNA-1 inhibitor	ZTA counter	proCasp7 act	LAP4-GFP MLPCN	MEP2 TOR yeast
COc1ccccc1N1CCN(/N=C\c2sccc2C)CC1	0	88	3	-7	-3	-4	109	95
O=C(NC12CC3CC(CC(C3)C1)C2)N1CCCC(CO)C1 (stereo unspecified)	-2	103	-2	-8	5	4	105	104
Cc1cc(C)cc(NC(=O)CCC(=O)N2CCSc3ccccc32)c1	6	100	-2	3	5	4	106	112
CCn1cc(CN2CCCC(C(=O)Nc3cccc(-c4cc5ccccc5[nH]4)c3)C2)c(C)n1 (stereo unspecified)	10	106	6	-4	1	-1	81	101
O=C(NCC1CCCO1)c1cc2c(s1)CCCC2 (stereo unspecified)	11	90	1	.	-19	2	89	92
CCCN1C(=O)/C(=C/c2ccc(N3CCOCC3)cc2)NC1=S	13	97	-14	-10	-11	-25	105	110
COc1ccc(Br)cc1/C=N/n1c(C)nnc1C	2	108	1	-14	2	2	106	116
COC(=O)c1ccccc1Oc1ccc(NC(=O)CCCl)cc1	1	103	-3	0	16	7	99	103
CN(CC1CCCN(CCc2ccccc2F)C1)C(=O)c1ccoc1 (stereo unspecified)	2	100	6	-6	-16	-15	102	108
Cc1cc(NC(=O)c2ccc(Cn3nc(C)c(Br)c3C)o2)no1	-3	94	-9	8	8	-4	105	101
C=CCC[C@@H](Cc1ccc(F)cc1)C(=O)OC[C@@H](Cc1ccccc1)NC(=O)[C@@H](CC=C)CC(=O)N[C@@H](CO)Cc1ccccc1	-1	93	6	.	.	8	106	99
O=c1cc(CSc2nnc(C3CC3)n2Cc2ccccc2)nc2sccn12	2	90	-1	-7	-6	0	101	83
O=C(N/N=C/C1CC=CCC1)c1ccc(O)cc1O (stereo unspecified)	11	94	-2	1	-1	6	108	88
COc1cccc(/C=C2\Sc3ccc(C(=O)NCc4cccnc4)cc3N(C)C2=O)c1	10	106	-11	8	2	-32	110	107
Cc1cc(S(=O)(=O)n2cnc3cc([N+](=O)[O-])ccc32)ccc1Cl	2	103	-1	12	18	-2	92	95
COc1ccc(S(=O)(=O)N2CCCCC2)cc1NC(=O)C1CC(=O)N(Cc2ccccc2)C1 (stereo unspecified)	2	91	6	.	0	11	95	97
Cn1c(NCc2ccco2)nc2c1c(=O)n(Cc1ccc(Br)cc1)c(=O)n2C	-1	99	10	-6	16	2	97	105
COC(=O)/C(=C/c1ccc(F)cc1)NC(C)=O	-2	103	8	3	2	-7	101	101
COC(=O)C1=C(O)/C(=C\c2ccc(CNC(=O)C(=O)Nc3ccc(C)cc3)o2)N=C1C	7	103	2	-14	-21	8	108	112
O=[N+]([O-])c1ccc(CS(=O)(=O)c2ncn[nH]2)cc1	2	106	13	-5	15	7	89	106
Cn1ncc(Cl)c1C(=O)Nc1sc2c(c1C(N)=O)CCC2	121*	104	-7	5	8	-15	114	107
COC(=O)C1=C(C)N(c2ccc(OC)cc2)C(C)=C(C(=O)OC)C1c1ccccc1	1	101	-2	5	-6	1	112	100
O=C(NCC1CCCO1)c1ccc(S(=O)(=O)N2CCC(c3nc4ccc(Cl)cc4[nH]3)CC2)cc1 (stereo unspecified)	1	102	4	-8	-16	4	103	107
Cc1ccnc2ccc(SC(F)(F)F)cc12	-1	98	6	-2	13	3	84	87
Cc1cccc(C)c1NC(=O)CN(C)C(=O)CC1CC2CCC1C2 (stereo unspecified)	-1	94	10	.	1	3	88	97

Additional records
SMILES	AHR act	RPL19A TOR yeast	proCasp3 act	EBNA-1 inhibitor	ZTA counter	proCasp7 act	LAP4-GFP MLPCN	MEP2 TOR yeast
Oc1ccc(-c2csc(Nc3ccccn3)n2)cc1	27	109	-2	9	-20	-10	86	106
O=C(CNC(=O)c1ccc(Br)cc1)Nc1ccc2c(c1)CCC2	6	95	7	.	.	-14	84	88
Cc1ccc(NC(=O)CSc2nnc(CCC(=O)O)c(=O)[nH]2)cc1	2	97	-13	-1	-7	0	97	101
O=C(C[n+]1ccc(C(=O)c2ccccc2)cc1)Nc1ccc(C(F)(F)F)cc1	0	94	1	5	-6	-2	110	101
CCSc1ncc(/C=N/Nc2ccccc2)n1C	89*	103	1	-8	-7	-5	112	110
COc1ccc(CC(=O)Nc2ccccc2NC(=O)c2ccco2)cc1OC	1	102	3	-8	-21	13	95	102
